D2 antagonist = antagonizes the human D2 dopamine receptor; HEK293 TREx D2 cells, calcium flux, dopamine EC80; inhibition, % at 10 µM; hit rate 2% among 340,000; AID 485344; in the data active means inhibition above about 30%; further: 0% is about no effect
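Dopamine at EC80 is the agonist stimulus; test compounds precede it by 180 s. Calcium flux read kinetically in a force-coupled, inducible HEK293 T-REx D2 cell line.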
RXFP1 ag = activates the human relaxin receptor RXFP1; Q9HBX9; HEK293T-RXFP1 cAMP TR-FRET, 30 min; response scale: percent of porcine relaxin response, buffer zero; Potency, µM (top dose mostly 57.5 µM), inactives show at the top dose activation, most hits filed as activators; hit rate 0.3% among 370,000; active means well fitted activation curve with a large enough effect; inconclusive means small, poorly fitted or top-dose-only effect; further: potency means the concentration at half of the fitted maximal effect; on the % scale 0 is the no-effect control and ±100 the full control effect; nearly all actives have a fitted effect of over 60% in size; many of its hits are not listed in these tables
Target sequence (Q9HBX9 whole entry, looked up): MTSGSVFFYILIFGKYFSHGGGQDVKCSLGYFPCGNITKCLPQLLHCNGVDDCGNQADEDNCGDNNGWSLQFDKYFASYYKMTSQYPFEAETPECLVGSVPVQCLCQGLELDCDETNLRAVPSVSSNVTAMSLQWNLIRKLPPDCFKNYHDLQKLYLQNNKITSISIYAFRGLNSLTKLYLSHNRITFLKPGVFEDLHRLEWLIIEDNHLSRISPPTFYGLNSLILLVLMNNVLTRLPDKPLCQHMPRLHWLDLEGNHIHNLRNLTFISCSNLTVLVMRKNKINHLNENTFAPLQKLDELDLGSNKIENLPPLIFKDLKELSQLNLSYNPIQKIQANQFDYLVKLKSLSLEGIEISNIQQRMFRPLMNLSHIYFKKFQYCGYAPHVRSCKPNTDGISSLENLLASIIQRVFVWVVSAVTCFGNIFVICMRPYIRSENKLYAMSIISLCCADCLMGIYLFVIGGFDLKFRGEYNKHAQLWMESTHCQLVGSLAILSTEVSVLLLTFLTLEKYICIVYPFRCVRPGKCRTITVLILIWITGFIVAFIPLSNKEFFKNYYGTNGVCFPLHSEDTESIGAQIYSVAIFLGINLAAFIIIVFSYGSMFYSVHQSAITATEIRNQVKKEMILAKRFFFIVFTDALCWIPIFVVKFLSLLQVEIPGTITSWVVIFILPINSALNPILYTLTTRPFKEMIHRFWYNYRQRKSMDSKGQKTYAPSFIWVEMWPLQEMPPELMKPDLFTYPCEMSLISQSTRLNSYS
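Agonist response is measured as cAMP accumulation in an RXFP1-transfected HEK293T line under PDE4 inhibition. Values are scaled between buffer-only and 29 nM porcine relaxin, and EC50s come from standard Hill equation fits.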
D2 potentiator = positively modulates the human D2 dopamine receptor allosterically | HEK293 T-REx D2, calcium flux, EC20 dopamine potentiation | P14416 | hit rate 0.34% among 340,000 | potentiation, % at 10 µM;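 active means potentiation over 3 SD above the plate norm, cut at about 30% in these data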; further: 0% is about no effect
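Cells plated with tetracycline inducer and held overnight at 30 C; calcium dye loaded 30–90 min at room temperature; baseline taken, compound added and read 180 s; EC20 dopamine then added and read 180 s.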
D1 ag = agonists of human D1 dopamine receptor; HEK293 T-REx D1 cells, calcium flux, agonist mode; activation, % at 2 µM; hit rate 1% among 360,000; in the data active means activation above about 30%; further: 0% is about no effect
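Agonism was scored from calcium flux recorded over 180 s (1 read/s) after pintool compound addition, following a 10-cycle baseline. Cells were inducible force-coupled HEK293 TREx D1, plated overnight at 30 C and loaded with no-wash calcium dye.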
RXFP1 antag = RXFP1 (human) relaxin receptor antagonism. hit rate 0.59% among 350,000. HEK293-RXFP1, relaxin-stimulated cAMP HTRF, 30 min; hits give low values. activity change, negative = inhibition, % at 57.5 µM. AID 1259400. Q9HBX9;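 active means activity change of -60% or lower, but not beyond a set lower limit; inconclusive means change between -60% and -40%, or beyond the set limit; inactive means change above -40%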; further: on the % scale 0 is the no-effect control and ±100 the full control effect
D1 PAM = enhances dopamine response at the human D1 receptor; P21728; potentiation, % at 10 µM; HEK293 TREx D1 cells, calcium flux, dopamine EC20 potentiation; hit rate 0.036% among 360,000; in the data active means potentiation above about 30%; further: 0% is about no effect
D2 ag = activates the human D2 dopamine receptor; hit rate 0.53% among 340,000; activation, % at 2 µM; HEK293 T-REx D2 cells, calcium flux agonist mode;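 active means activation over 3 SD above normal in the single-dose calcium agonist read, cut at about 30% in these data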; further: 0% is about no effect
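Tetracycline-induced HEK293 T-REx cells with force-coupled D2 receptor, plated overnight at 30 C, loaded with no-wash calcium dye. After a 10 s baseline, compound was pin-added and calcium flux read kinetically for 180 s; calcium rises flagged agonists.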
TRHR enhancer = allosterically enhances the human TRH receptor. TRHR cells, fluo-8 calcium fluorescence, EC20 TRH enhancement. enhancement, % at 2 µM. hit rate 0.66% among 360,000; in the data active means enhancement above about 30%; further: 0% is about no effect
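TRHR-expressing cells loaded with fluo-8 calcium dye were read kinetically (ex 480/em 530) during compound addition, then stimulated with an EC20 of TRH (10 nM final). Enhancement of the Gq-mediated intracellular calcium response was scored.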
D1 antagonist = antagonists of human D1 dopamine receptor; P21728; HEK293 TREx D1 cells, calcium flux, dopamine EC80; hits give low values; activity change, negative = inhibition, % at 10 µM; hit rate 3.2% among 360,000; AID 504652; in the data active means activity change below about -30%; further: on the % scale 0 is the no-effect control and ±100 the full control effect
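Using tetracycline-induced force-coupled D1 Hek293 cells and a calcium dye, signals were followed for 180 s after compound, then for 180 s after EC80 dopamine, to detect inhibitors.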
* marks the source's active call; other numbers are inactive results; ? = inconclusive; / = not tested or not shown.

molecule,D2 antagonist,RXFP1 ag,D2 potentiator,D1 ag,RXFP1 antag,D1 PAM,D2 ag,TRHR enhancer,D1 antagonist
CCNc1nc(SCCOc2ccc(C)cc2)nc(N(C)C)n1,-4,3.5%,-4,2,-5,-4,0.3,-2,-9
Clc1ccc(-[n+]2c(-c3cccc(Br)c3)[nH]c3nc4ccccc4nc32)cc1,-12,1.1%,0,3,13,1,0.5,12,1
COc1cccc(C(=O)NCCn2ccc3ccccc32)c1,-12,1.2%,10,0,10,-1,-1.3,-2,-17
O=C(Nc1nc(-c2cccs2)cs1)c1ccc([N+](=O)[O-])o1,5,-1.8%,1,1,3,-4,-0.1,-2,1
CCCCCCc1cc2cc(-c3cn4c(n3)sc3cc(OC)ccc34)c(=O)oc2cc1O,/,12%,/,5,-2,-1,-0.4,3,8
COCCn1c(Cc2cccn2C)nnc1SCC(=O)NCc1ccc2c(c1)OCO2,2,0.6%,10,3,1,-11,-0.1,-3,20
Fc1ccc(NC(=S)N2CCOCC2)cc1Cl,0,-1.1%,-3,8,0,-3,0.6,3,/
Cc1cccc(OCCCCn2c(CO)nc3ccccc32)c1,4,0.2%,2,1,-2,-5,2.8,5,-38*
Cc1ccc(C)c(OCc2nc3ccccc3[nH]2)c1,-8,3.2%,8,2,-12,0,-4.2,-5,-8
Cc1ccc(CNC(=O)Cn2c(SCC(=O)Nc3ccc(F)cc3)nc3ccccc32)cc1,/,0.3%,10,16,-15,2,-4.6,2,-6
CCOc1ccccc1OCCn1nnc2ccccc21,-2,2.1%,13,5,1,-4,-1.9,-4,-8
O=C(O)/C=C/C(=O)Nc1ccc(OC(F)F)cc1,3,0.0%,7,1,2,-1,0.1,1,3
CC12CCC(C(=O)NCc3ccccc3Cl)(CC1=O)C2(C)C (stereo not given),-7,1.3%,-14,2,-19,1,-0.1,-3,0
COc1ccc(-n2c(=S)[nH]c3cc(C(=O)N4CCN(c5ccccc5)CC4)ccc3c2=O)cc1,/,0.3%,/,-1,-29,-3,/,3,8
Cc1ccc(CSc2nnc(-c3ccco3)n2N)cc1,4,-1.7%,1,1,-5,-3,0.1,5,-26
COc1ccc(CCN2CC(C(=O)Nc3cc(S(C)(=O)=O)ccc3Cl)CC2=O)cc1OC (stereo not given),5,0.8%,26,-1,3,-3,-0.2,1,25
Nc1cc(N)nc(SCc2ccccc2)n1,-14,0.7%,-11,-2,1,-3,-0.1,-5,9
Cc1cc(-c2ccc(C)c(S(=O)(=O)N3CCN(c4ccc([N+](=O)[O-])cc4)CC3)c2)on1,6,1.4%,-1,11,8,-3,0.6,-4,-19
CCOC(=O)c1cccc(S(=O)(=O)N2CCOCC2)c1,-3,-1.1%,4,3,-6,-5,0.2,-3,-10
O=C(Nc1cccc(F)c1)c1ccccc1,-11,-1.1%,-1,1,-5,-8,-0.2,4,-2

More results
molecule,D2 antagonist,RXFP1 ag,D2 potentiator,D1 ag,RXFP1 antag,D1 PAM,D2 ag,TRHR enhancer,D1 antagonist
O=C(O)CC1S/C(=N/N=C/c2ccccn2)NC1=O (stereo not given),-1,4.3%,-1,2,4,-6,0.5,7,-5
O=C(Nc1cccc(-n2cccn2)c1)C1CCCN(Cc2ccccc2F)C1 (stereo not given),-3,-1.9%,9,6,-3,-8,-1.3,-2,-36*
Cc1c(C(=O)N2CCCCC2)c(S(=O)(=O)NCc2ccc(F)cc2)c(C)n1C,3,3.8%,25,0,36,-2,-2.0,6,7
Cn1c2ccccc2c2ncn(CCC3=CCCCC3)c(=O)c21,0,2.2%,0,4,-4,2,0.0,5,11
CC1(C)CC2(CCO1)CNC(=O)O2 (stereo not given),6,-0.5%,-4,4,14,-4,0.5,-3,-1
CCCCn1c(C(C)NC(=O)c2cccs2)nc2ccccc21 (stereo not given),-23,1.0%,-17,3,-7,1,-1.4,-6,4
COc1cccc(NS(=O)(=O)c2ccc3c(c2)CCN3C(C)=O)c1,-5,2.8%,2,16,-1,-2,-0.5,3,-15
O=C(Nc1ccccc1NC(=O)C1CCCO1)c1ccco1 (stereo not given),-3,1.0%,-4,1,-5,0,1.2,-7,4
CNC(=O)c1c(NC(=O)c2cccc(N3C(=O)CCC3=O)c2)sc2c1CCC2,5,-1.2%,6,2,8,5,-0.5,28,3
CCOC(=O)N1CCN(C(=O)c2ccc(C)c(S(=O)(=O)N3CCCCC3)c2)CC1,2,0.2%,2,2,3,0,-1.2,-4,4
CC(=O)N(CCN1CCOCC1)Cc1cc2cc3c(cc2nc1Cl)OCO3,/,-1.7%,1,21,5,-3,/,-4,-16
COc1ccccc1NC(=O)c1ccc(CN(c2cc(Cl)ccc2C)S(=O)(=O)c2ccccc2)cc1,0,0.3%,7,2,-6,-6,-0.1,0,-17
NS(=O)(=O)c1ccc(NC(=S)NC(=O)c2ccc3c(c2)OCO3)cc1,-1,14%,18,3,-18,-4,3.2,2,3
O=C(Nc1ccc(Cl)cc1)Nc1ccc(N2CCOCC2)cc1,5,-0.8%,-3,9,5,-4,0.2,5,-16
CCCSc1ccc(-c2nn(-c3ccccc3)cc2/C=C(/C#N)C(=O)N2CCOCC2)cc1,-5,3.0%,-5,10,-5,1,0.8,-5,14
O=C(/C=C/c1ccc([N+](=O)[O-])cc1)NCc1ccccn1,-2,6.7%,-8,3,-1,0,1.1,-3,2
CCOC(CNC(=O)C(=O)Nc1cc2c3c(c1)CCN3C(=O)CC2)OCC,-11,-0.3%,-3,2,-6,-2,0.7,-2,-24
O=C(Nc1ccccc1N1CCCC1)C1CCN(S(=O)(=O)c2ccc(F)cc2)CC1,3,0.3%,4,-1,-12,-4,0.0,-13,14
Cc1ccccc1OCCC(=O)Nc1ccc(S(=O)(=O)N(C)C2CCN(C)CC2)cc1,1,-0.1%,9,55*,-9,-1,-0.9,4,-66*
COc1cc(C(=O)NNC(=O)c2ccccc2Br)ccc1OCC(=O)N1CCOCC1,3,-1.3%,17,0,-5,-3,-0.4,2,19

Other records.
molecule,D2 antagonist,RXFP1 ag,D2 potentiator,D1 ag,RXFP1 antag,D1 PAM,D2 ag,TRHR enhancer,D1 antagonist
O=C(CCn1nc(-c2ccc(Cl)cc2)ccc1=O)N1CCN(c2ccccn2)CC1,-11,0.8%,-2,1,/,-4,1.1,-3,-5
COc1ccc(NC(=O)CN2CCN(c3ccc(F)cc3)CC2)cc1Cl,5,1.0%,-4,0,-4,2,0.8,-4,10
CC1CCN(S(=O)(=O)c2ccc(NC(=O)CN3CCOCC3)cc2)CC1,-2,1.3%,4,3,0,0,-0.9,0,11
CCc1ccc(NC(=S)N(CCOC)C2CCN(C(C)=O)CC2)cc1,/,0.0%,/,5,2,11,/,-1,-8
COC(=O)c1c(N2C(=O)[C@H]3[C@@H](C2=O)[C@]2(C(=O)Nc4ccccc42)N2CCC[C@@H]32)sc(C)c1C,-4,3.1%,7,4,/,-4,0.9,-4,0
O=C(NCCCOc1cccc(CN2CCCCC2)c1)c1ccc(Cl)c(Cl)c1,7,1.0%,-19,4,-20,-4,0.0,2,-5
COCC(=O)N(Cc1cc2ccccc2[nH]c1=O)c1ccc(OC)cc1,-4,-0.3%,6,1,0,3,-0.3,6,1
COCCn1c(N)c(C(=O)NS(=O)(=O)c2ccc(C)cc2)c(=O)[nH]c1=O,11,2.5%,0,7,10,1,1.5,-3,-32*
O=C(Nc1ccccc1F)c1oc2ccccc2c1NC(=O)c1c(F)cccc1F,/,-2.1%,1,4,/,3,/,-4,3
CCN(CC)S(=O)(=O)c1cccc(-c2nnc(SCC(N)=O)n2C)c1,5,9.6%,2,4,2,-10,-0.1,-1,-9
O=C(Nc1nccs1)c1ccc(COc2ccccc2)o1,-25,?,-3,10,1,0,0.1,-5,1
Fc1cccc(-c2nc(-c3ccncc3)no2)c1,/,-0.5%,-5,0,-10,24,-0.4,2,5
CC(C)C(=O)Nc1ccc(C(=O)NNC(=O)c2ccco2)cc1,-17,1.7%,18,0,-6,6,0.5,12,1
CCOC(=O)c1c(/C=N/Nc2ccccc2)c2sc(C)cc2n1C,/,5.0%,/,-1,/,10,/,1,8
CC(=O)c1cccc(NC(=S)N2CCN(c3ccccn3)CC2)c1,18,-2.3%,-6,0,-8,-5,40*,0,-7
CC(C)CC1Nc2ncnc(N3CCCCC3)c2N(Cc2ccc(Br)cc2)C1=O (stereo not given),-12,0.5%,-9,5,/,-8,-0.1,-4,-8
CCc1cc2c(cc3c(=O)n(CC(=O)N4CCCCC4)nc(CC)n32)s1,/,1.7%,-1,0,-11,-1,-0.3,9,-10
COc1ccc(-c2csc(N3CCN(c4cc(C)nc5ccccc45)CC3)n2)cc1OC,2,-0.6%,11,0,-15,-1,0.4,6,8
CC1Cc2ccccc2N1C(=S)NC(=O)c1ccco1 (stereo not given),4,0.3%,3,2,-7,-4,2.3,-1,-2
CCn1c(COc2ccccc2C)nnc1SCC(=O)Nc1cc(C)on1,13,2.2%,4,0,-11,-5,0.0,2,3

The list continues:
molecule,D2 antagonist,RXFP1 ag,D2 potentiator,D1 ag,RXFP1 antag,D1 PAM,D2 ag,TRHR enhancer,D1 antagonist
O=C1CC(SCCc2nc3ccccc3[nH]2)C(=O)N1c1ccc(Cl)cc1 (stereo not given),-11,4.8%,9,0,3,-6,0.7,-1,10
O=C(NN1C(=O)/C(=C/c2cccs2)SC1=S)c1ccccc1,/,1.0%,/,0,-14,-1,/,-5,8
COC(=O)CC1Oc2ccccc2-n2cc(-c3ccccc3)nc21 (stereo not given),/,-4.8%,3,4,/,-4,/,2,4
Cc1ccc(OCC(=O)Nc2cccc(S(=O)(=O)N3CCCCCC3)c2)cc1C,0,0.2%,-2,14,9,-3,0.2,-2,-23
CC(C)CN(C(=O)CSc1ncnc2ccccc12)C1CCS(=O)(=O)C1 (stereo not given),-6,6.4%,2,1,3,5,1.4,-1,-15
CCOC(=O)N1CCN(C(=O)c2ccc3c(c2)N=C(C)c2cc(Cl)ccc2S3)CC1,-1,-0.7%,3,4,11,-1,-0.1,-1,8

Just TRHR enhancer, for some of the entries so far:
Structure | TRHR enhancer
O=C1CC(SCCc2nc3ccccc3[nH]2)C(=O)N1c1ccc(Cl)cc1 (stereo not given) | -1
O=C(NN1C(=O)/C(=C/c2cccs2)SC1=S)c1ccccc1 | -5
Cc1ccc(OCC(=O)Nc2cccc(S(=O)(=O)N3CCCCCC3)c2)cc1C | -2
COC(=O)CC1Oc2ccccc2-n2cc(-c3ccccc3)nc21 (stereo not given) | 2

Given with two lines to a compound: part of the list above
Each structure is followed by: D2 antagonist, RXFP1 ag, D2 potentiator, D1 ag, RXFP1 antag, D1 PAM, D2 ag, TRHR enhancer, D1 antagonist
Cc1ccc(OCC(=O)Nc2cccc(S(=O)(=O)N3CCCCCC3)c2)cc1C
→ 0, 0.2%, -2, 14, 9, -3, 0.2, -2, -23
CC(C)CN(C(=O)CSc1ncnc2ccccc12)C1CCS(=O)(=O)C1 (stereo not given)
→ -6, 6.4%, 2, 1, 3, 5, 1.4, -1, -15

From PubChem

This is a subset; rates above refer to the full screens.
